Yeast superoxide: reduction of superoxide in aged yeast, primary screen, HTS; 0.18% of 330,000 active; superoxide response (% of plate mean), % at 10 µM; S. cerevisiae aged cells, superoxide DHE fluorescence; hits give low values;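 active = superoxide response under a set limit, about three screen SD below normal, cut at about 65% in these data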;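 note: yeast aged for seven days with compound at 30 °C before DHE staining; 100% = average MFI of all compound-treated wells on the plate with controls excluded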
core dimer inh: inhibitors of HCV core protein dimerization, primary screen, biochemical, TR-FRET, high-throughput; TR-FRET GST/Flag-core106 dimerization, 1536-well; inhibition, % at 5 µM; 0.33% of 300,000 active; AID 1899, 2009;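 active = inhibition above the mean of all tested compounds plus 3 SD, set per screening campaign, cut at about 45% in these data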
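System: GST/Flag-tagged HCV core106 proteins. Incubation: compound-protein-antibody incubation 4 h at 22.5 °C. Technique: HTRF with 340 nm excitation, 617/671 nm emission. Medium: KF-containing HEPES buffer, pH 7.45, DTT, CHAPS, BSA. Read-out: inhibition (%) from 671 over 617 nm ratio. Also added: Eu(K)-anti-GST 90 ng/mL plus XL665-anti-Flag 1 µg/mL.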
PP5 primary: PP5 phosphatase inhibitors, primary screen, biochemical, fluorescence. Serine/threonine-protein phosphatase 5 (Homo sapiens), P53041. AID 1987, 2009. 0.18% of 320,000 active. purified PP5c, OMFP substrate fluorescence. inhibition, % at 6.7 µM;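 active = inhibition above the campaign's mean inhibition across all tested compounds plus 3 SD, cut at about 9.5% in these data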;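 note: 0% = DMSO only and 100% = 100 µM cantharidin control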
Target sequence (P53041 whole entry, looked up): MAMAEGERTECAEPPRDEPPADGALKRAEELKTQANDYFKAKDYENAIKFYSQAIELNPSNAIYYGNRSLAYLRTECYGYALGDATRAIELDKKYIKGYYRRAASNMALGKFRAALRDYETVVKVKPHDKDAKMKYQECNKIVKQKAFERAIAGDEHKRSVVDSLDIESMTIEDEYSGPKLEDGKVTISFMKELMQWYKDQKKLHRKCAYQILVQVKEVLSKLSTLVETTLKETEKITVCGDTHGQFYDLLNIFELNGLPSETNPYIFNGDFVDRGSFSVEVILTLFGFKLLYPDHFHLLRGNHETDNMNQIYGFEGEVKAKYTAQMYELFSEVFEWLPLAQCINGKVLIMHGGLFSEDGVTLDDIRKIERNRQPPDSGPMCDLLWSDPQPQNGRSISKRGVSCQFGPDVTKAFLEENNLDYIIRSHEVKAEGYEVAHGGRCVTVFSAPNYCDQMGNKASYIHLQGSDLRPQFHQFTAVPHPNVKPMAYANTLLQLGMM
TPT1 inhibitor: Candida albicans TPT1 enzyme inhibitors, primary screen, biochemical, fluorescence polarization | tRNA 2'-phosphotransferase TPT1 (Candida albicans SC5314) | recombinant caTPT1, FP RNA substrate dephosphorylation | inhibition, % at 5 µM | 0.81% of 300,000 active;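 active = inhibition above the mean of all tested compounds plus 3 SD, set per screening campaign, cut at about 24% in these data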;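 note: plate controls were DMSO alone for no effect and ferristatin control at 100 nM for full effect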
ZTA DNA inh: ZTA (EBV) inhibition in EBNA-1 counter-screen | ZTA-DNA binding, fluorescence polarization | inhibition, % at 11 µM | AID 2234 | P03206 | 0.15% of 320,000 active; in the data active = inhibition above about 33%
EBNA-1 inhibitor: EBNA-1 DNA-binding inhibitors, primary screen, biochemical, fluorescence polarization; inhibition, % at 14.8 µM; 0.34% of 300,000 active; in the data active = inhibition above about 28%
Fh CTSL1 inh: Fasciola hepatica cathepsin L1 inhibitors, primary screen, counter-screen for PFM18AAP inhibitor project, biochemical, QFRET, fluorogenic peptide substrate | recombinant F. hepatica cathepsin L1, Z-Leu-Arg-MCA fluorescence | inhibition, % at 5.96 µM | 0.49% of 300,000 active | AID 1906, 2009;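 active = inhibition above the mean of all tested compounds plus 3 SD, set per screening campaign, cut at about 17% in these data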;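 note: 0% = plate median of test compound wells and 100% = 1 µM Z-Phe-Ala-diazomethylketone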
PP1 counter: PP1-alpha phosphatase inhibitors, primary screen, counter-screen for PP5 inhibitor project, biochemical, fluorescence, OMFP substrate, single point; 0.9% of 320,000 active; inhibition, % at 6.7 µM; AID 2235, 2010; purified PP1alpha; Serine/threonine-protein phosphatase PP1-alpha catalytic subunit (Homo sapiens), P62136;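 active = inhibition above the mean inhibition of all tested compounds plus 3 SD, computed separately for each screening campaign, cut at about 15% in these data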
JMJD2C inh: inhibitors of GASC-1 histone demethylase, primary screen, biochemical, fluorescence, DELFIA europium; inhibition, % at 2.35 µM; 0.069% of 330,000 active; GST-JMJD2C(1-420) H3K9me3 demethylation; Lysine-specific demethylase 4C (Homo sapiens), Q9H3R0;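 active = more than half of a compound's replicate wells show inhibition beyond 50%, single wells judged on their own value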;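 note: signal counts dimethyl H3K9 product captured on neutravidin plate; 0% = median of DMSO wells and 100% = 0.3 times that DMSO median; strong numbers were not always called active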
Target sequence (Q9H3R0 1-420 limits assumed): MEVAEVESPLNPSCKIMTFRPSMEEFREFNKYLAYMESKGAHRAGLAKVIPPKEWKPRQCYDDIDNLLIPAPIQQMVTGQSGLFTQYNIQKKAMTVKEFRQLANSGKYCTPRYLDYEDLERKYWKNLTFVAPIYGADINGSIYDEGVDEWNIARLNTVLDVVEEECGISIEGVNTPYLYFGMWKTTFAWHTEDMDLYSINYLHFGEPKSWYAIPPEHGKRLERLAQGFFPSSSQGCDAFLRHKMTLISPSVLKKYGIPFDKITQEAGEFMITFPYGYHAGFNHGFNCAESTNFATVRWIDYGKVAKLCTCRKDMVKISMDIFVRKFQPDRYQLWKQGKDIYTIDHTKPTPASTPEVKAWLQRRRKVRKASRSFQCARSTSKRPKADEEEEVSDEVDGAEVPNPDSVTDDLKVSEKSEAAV
* hit, by the source's call; / = not tested or not shown.

SMILES	Yeast superoxide	core dimer inh	PP5 primary	TPT1 inhibitor	ZTA DNA inh	EBNA-1 inhibitor	Fh CTSL1 inh	PP1 counter	JMJD2C inh
CCOC(=O)N1CCN(C(=O)CN2C(=O)COc3ccc(S(=O)(=O)N4CCOCC4)cc32)CC1	98	3	0.3	-2	-7	11	-2	-4	-6
O=C(CN1C(=O)NC(Cc2c[nH]c3ccccc23)C1=O)NC1CC1 (centres undefined)	88	-3	0.3	4	8	1	0	-6	9
COc1ccccc1CNC(=O)C1CCN(Cc2nc(-c3cccc(Cl)c3)oc2C)CC1	101	2	0.2	-1	0	12	-1	1	2
O=C(NCc1ccccc1)c1ccc(Cl)cc1	66	0	-2.1	-2	10	3	1	-2	11
CCOc1ccc(CCNC(=O)c2cccc(NC3=NC4CS(=O)(=O)CC4S3)c2)cc1OCC (centres undefined)	89	15	3.8	-2	5	6	0	0	-6
O=c1[nH][nH]c(C(F)(F)F)c1C=NCc1ccccc1Cl	134	4	2.3	-4	-23	-8	1	2	-2
CCOc1ccc(NC(=O)COC(=O)COc2cccc3c2OC(C)(C)C3)cc1	100	4	3.6	0	-1	-2	8	-2	0
Cc1cc(C#Cc2c(-c3ccccc3)n(C)c3ccccc23)ccc1F	93	-44	-0.5	5	-12	9	-1	3	-13
CC(=O)c1cc2c(cc1NC(=O)Cn1nc(-c3ccc(C)cc3)ccc1=O)OCO2	94	3	0.4	-1	-15	5	1	2	-68
CCC(=O)Nc1ccccc1C(=O)C(=O)Nc1ccccc1	106	-5	1.6	-4	-12	-2	-1	-3	-1
CCOc1ccc(-c2c(C)n([O-])c3c([n+]2=O)CCCC3)cc1	104	3	4.1	2	1	-3	1	-2	-12
COc1cccc(C2=NOC(C(=O)Nc3cccc(C(C)=O)c3)C2)c1OC (centres undefined)	91	-2	2.2	0	2	-4	-2	2	-1
N#CCSc1nc2c(c(C3CC=CCC3)c1C#N)CCC2 (centres undefined)	86	4	5.2	-1	-4	-5	2	2	-10
O=C(N[C@@H](Cc1ccccc1)C(=O)OCc1ccccc1)c1nc[nH]c1C(=O)NCc1ccccc1	105	-7	4.6	-4	-11	-1	-2	11	17
COc1cccc(/C=N/n2c(-c3ccco3)nc3ccccc3c2=O)c1OC	87	4	-0.5	-3	-8	9	9	-2	-10
O=C(CCSc1ccccc1)NCCSCc1ccco1	96	-1	-0.5	-1	-4	-2	-16	2	6
O=C(Nc1cccc(Cl)c1)C1CCCN(c2cnccn2)C1 (centres undefined)	86	3	0.2	-2	-1	-3	-1	-1	-10
COC(=O)c1ccc2c(=O)[nH]c(CCl)nc2c1	92	-1	-1.5	0	15	19	-3	1	5
CCOc1ccc(C2N(c3ccc(F)cc3)C(=O)C3CCCN32)cc1 (centres undefined)	103	-5	1.4	1	11	5	0	-3	8
O=C(NNC(=O)c1csc(-c2cccnc2)n1)Nc1ccc(Cl)cc1	109	0	-0.1	3	11	2	0	4	-6
CCN(CC)S(=O)(=O)c1ccc(-n2c(=O)c(C(C)C)c(C)n2C)cc1	101	-5	3.3	-4	10	8	-1	-2	-5
COc1cc(SC)ccc1C(=O)N1CCN(c2ccc(O)cc2)CC1	86	-3	4.0	0	-5	1	1	14	1
COc1cccc(CNC(=O)C2CCN(S(=O)(=O)c3ccc4c(c3)NC(=O)CO4)CC2)c1	93	6	0.8	-1	-9	4	-4	0	4
CC(C)NC(=O)/C(=C\c1cccc([N+](=O)[O-])c1)NC(=O)c1ccccc1	100	2	1.9	-3	-5	-6	-5	-7	2
Cc1ccc(C(=O)c2nc3c(n2O)CCCC3)cc1	97	-4	-1.1	-3	5	2	-2	-1	12
O=C(O)Cn1nc(-c2ccc(Cl)cc2)ccc1=O	99	-6	-0.1	-1	13	5	-4	-1	5
O=C(NCCCc1ccccc1)c1cccc([N+](=O)[O-])c1	114	2	3.1	0	-9	-3	-2	-3	2
CC1(C)c2ccccc2-n2c1cc1oc(=O)cc(O)c1c2=O	68	-7	0.6	-1	-1	7	0	6	-14
CS(=O)(=O)N(CC(=O)N1CCN(Cc2ccc3c(c2)OCO3)CC1)Cc1ccc(Cl)cc1	100	2	2.0	2	15	14	1	0	8
Cn1c(=O)c2c(nc(CN3CCN(C(=O)c4ccco4)CC3)n2Cc2ccccc2F)n(C)c1=O	96	5	-1.8	-2	-11	0	0	-1	2
CCC(Oc1ccccc1)C(=O)Nc1ccccc1C(=O)N1CCN(C)CC1 (centres undefined)	113	9	0.1	2	11	9	1	0	-8
COc1ccc(-c2[nH]ncc2CNCCn2cccn2)c(F)c1	98	-6	-2.8	-5	-3	4	7	-5	0
Cc1nn(C2CCS(=O)(=O)C2)c(C)c1CN(C)C(=O)c1ccccc1 (centres undefined)	86	/	1.2	/	-5	/	/	-4	-3
Nc1nc(SCC(=O)NC2CCCCCC2)[nH]c(=O)c1-c1ccccc1	97	8	-1.1	-2	14	3	2	-1	1
CC1Oc2ccccc2C=C1/C=N\NC(=O)c1cccnc1 (centres undefined)	102	-1	-0.4	-2	1	6	2	6	2
NC(=O)C1CCN(CC(O)CSc2ccc(F)cc2)CC1 (centres undefined)	97	5	2.1	-5	0	11	0	-2	1
Cc1sc2ncnc(N[C@@H](Cc3c[nH]c4ccccc34)C(=O)O)c2c1C	108	-8	0.5	2	-10	-9	6	-1	2
COc1ccc(S(=O)(=O)NCC2CCCO2)cc1Cl (centres undefined)	102	0	-1.9	1	-7	1	3	-2	2
CCSc1nsc(NC(=O)Nc2ccccc2F)n1	115	5	1.0	-3	18	-1	2	1	-1
O=C(O)/C=C\C(=O)Nc1ccccc1C(=O)N1CCN(c2ccc(Cl)cc2)CC1	116	-1	0.5	-3	-7	5	5	1	-10
COCC(=O)N(C)C1(c2nnnn2CCOC(=O)Nc2ccc(Cl)cc2)CCCC1	92	-4	3.8	-6	5	10	1	-2	1
Cc1nc2ccc3[nH]snc3c2n1	104	-1	-0.2	-1	4	8	8	-2	-13
CCc1ccc(N(C(=O)C(F)(F)F)C(C(=O)NC2CCCCC2)c2ccncc2)cc1 (centres undefined)	110	3	3.3	1	14	-6	-1	-7	5
Nc1ccc(N2CCN(c3ccc(Cl)c(Cl)c3)CC2)cc1	90	-5	4.3	4	4	8	-1	3	9
O=C(Oc1cccc(-n2cnnn2)c1)c1ccco1	87	-3	-0.2	-4	17	-3	-32	3	-11
CCCCC(=O)Nc1cc(NC(=O)CCCC)cc(C(=O)O)c1	103	0	2.7	2	5	-6	-3	0	1
CN(CC(=O)NC1CCCCC1)S(=O)(=O)c1ccc(Cl)cc1	90	-1	0.2	-3	2	4	1	-2	-4
CCOC(=O)C1(CC2CCCCO2)CCN(Cc2nccn2-c2ccc(OC)cc2)CC1 (centres undefined)	96	-1	0.2	-4	-6	2	2	-2	-12
CCc1cc(C(=O)Cc2ccc(F)cc2)c(O)cc1O	102	-1	1.8	1	5	6	0	1	0
CCN(CC)S(=O)(=O)c1cc(OC)c(Cl)cc1OC	91	2	-0.9	-6	-9	-3	-7	1	-15
CCC1c2ccc(C)n2CCN1C(=O)Nc1cc(Cl)ccc1OC (centres undefined)	106	7	1.5	-16	0	4	2	2	-3
COc1cccc(Nc2nnc(SCC(=O)N3CCOCC3)s2)c1	83	1	0.8	-2	-6	2	-2	-1	5
COc1ccc(OCC(=O)Nc2ccccc2-c2ccccc2)cc1	88	2	1.9	-1	-4	0	3	8	-9
CCCC(=O)Nc1c(C)n[nH]c1C	100	-1	1.9	-1	10	7	-1	-2	34
Cc1c(C(=O)O)sc2nc(C)n(C)c(=O)c12	105	-3	1.3	4	1	-3	3	-4	4
CNc1ccccc1C(C)(C)c1cn(-c2ccc([N+](=O)[O-])cc2)nn1	91	-7	1.9	0	-13	-11	1	1	20
COC(=O)C1=C(C)NC2=C(C(=O)CC(C)(C)C2)C1c1cn(Cc2ccc(Br)cc2)nc1-c1ccccc1 (centres undefined)	96	8	7.0	-8	-19	-2	0	10	-3

14 structures out of the list, sorted by formula weight, lowest first:
SMILES	Yeast superoxide	core dimer inh	PP5 primary	TPT1 inhibitor	ZTA DNA inh	EBNA-1 inhibitor	Fh CTSL1 inh	PP1 counter	JMJD2C inh
CCCC(=O)Nc1c(C)n[nH]c1C	100	-1	1.9	-1	10	7	-1	-2	34
Cc1nc2ccc3[nH]snc3c2n1	104	-1	-0.2	-1	4	8	8	-2	-13
Cc1c(C(=O)O)sc2nc(C)n(C)c(=O)c12	105	-3	1.3	4	1	-3	3	-4	4
CCc1cc(C(=O)Cc2ccc(F)cc2)c(O)cc1O	102	-1	1.8	1	5	6	0	1	0
CCCCC(=O)Nc1cc(NC(=O)CCCC)cc(C(=O)O)c1	103	0	2.7	2	5	-6	-3	0	1
Nc1ccc(N2CCN(c3ccc(Cl)c(Cl)c3)CC2)cc1	90	-5	4.3	4	4	8	-1	3	9
COc1ccc(OCC(=O)Nc2ccccc2-c2ccccc2)cc1	88	2	1.9	-1	-4	0	3	8	-9
CN(CC(=O)NC1CCCCC1)S(=O)(=O)c1ccc(Cl)cc1	90	-1	0.2	-3	2	4	1	-2	-4
CCC1c2ccc(C)n2CCN1C(=O)Nc1cc(Cl)ccc1OC (centres undefined)	106	7	1.5	-16	0	4	2	2	-3
COc1cccc(Nc2nnc(SCC(=O)N3CCOCC3)s2)c1	83	1	0.8	-2	-6	2	-2	-1	5
CCc1ccc(N(C(=O)C(F)(F)F)C(C(=O)NC2CCCCC2)c2ccncc2)cc1 (centres undefined)	110	3	3.3	1	14	-6	-1	-7	5
COCC(=O)N(C)C1(c2nnnn2CCOC(=O)Nc2ccc(Cl)cc2)CCCC1	92	-4	3.8	-6	5	10	1	-2	1
CCOC(=O)C1(CC2CCCCO2)CCN(Cc2nccn2-c2ccc(OC)cc2)CC1 (centres undefined)	96	-1	0.2	-4	-6	2	2	-2	-12
COC(=O)C1=C(C)NC2=C(C(=O)CC(C)(C)C2)C1c1cn(Cc2ccc(Br)cc2)nc1-c1ccccc1 (centres undefined)	96	8	7.0	-8	-19	-2	0	10	-3
